Screens (PubChem BioAssay)
A-T KAP1 phos = qHTS Assay for Identifying a Potential Treatment of Ataxia-Telangiectasia. […] A-T fibroblasts, KAP-1 phosphorylation AlphaLISA; neocarzinostatin DNA damage 30 min before lysis. Potency, µM (top dose mostly 57.5 µM), without a hit: at the highest dose activation, most hits filed as activators. 320,000 compounds, 0.19% hits. AID 485349, 2010; note: potency is the fitted concentration of half-maximal effect; % of control where 0% means no effect; nearly all actives have a fitted effect of over 45% in size
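hTERT-immortalized A-T patient fibroblasts ([…]), 500 cells/well in OPTI-MEM, 1% FBS, got compounds for 60 min, then NCS for 30 min at 37C. Lysates were then assayed for phospho-KAP-1 by AlphaLISA (anti-pKAP1 donor, anti-KAP1 acceptor beads), 6 hr at 25C.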
TSHR antag = Antagonists of the Thyroid Stimulating Hormone Receptor: HTS campaign; Thyrotropin receptor (Homo sapiens), P16473; TSHR-expressing cells, TSH-stimulated cAMP HTRF, 2 h; active compounds read low; activity change, negative = inhibition, % at 11.5 µM; 330,000 compounds, 0.2% hits; AID 504810, 2011;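 active = activity change below a set negative limit, meaning inhibition stronger than a set level, cut at about -70% in these data; inconclusive = activity change between two set negative limits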; note: % is set by controls: 0 for no effect and ±100 for the full control effect
Target sequence (P16473 whole entry, looked up): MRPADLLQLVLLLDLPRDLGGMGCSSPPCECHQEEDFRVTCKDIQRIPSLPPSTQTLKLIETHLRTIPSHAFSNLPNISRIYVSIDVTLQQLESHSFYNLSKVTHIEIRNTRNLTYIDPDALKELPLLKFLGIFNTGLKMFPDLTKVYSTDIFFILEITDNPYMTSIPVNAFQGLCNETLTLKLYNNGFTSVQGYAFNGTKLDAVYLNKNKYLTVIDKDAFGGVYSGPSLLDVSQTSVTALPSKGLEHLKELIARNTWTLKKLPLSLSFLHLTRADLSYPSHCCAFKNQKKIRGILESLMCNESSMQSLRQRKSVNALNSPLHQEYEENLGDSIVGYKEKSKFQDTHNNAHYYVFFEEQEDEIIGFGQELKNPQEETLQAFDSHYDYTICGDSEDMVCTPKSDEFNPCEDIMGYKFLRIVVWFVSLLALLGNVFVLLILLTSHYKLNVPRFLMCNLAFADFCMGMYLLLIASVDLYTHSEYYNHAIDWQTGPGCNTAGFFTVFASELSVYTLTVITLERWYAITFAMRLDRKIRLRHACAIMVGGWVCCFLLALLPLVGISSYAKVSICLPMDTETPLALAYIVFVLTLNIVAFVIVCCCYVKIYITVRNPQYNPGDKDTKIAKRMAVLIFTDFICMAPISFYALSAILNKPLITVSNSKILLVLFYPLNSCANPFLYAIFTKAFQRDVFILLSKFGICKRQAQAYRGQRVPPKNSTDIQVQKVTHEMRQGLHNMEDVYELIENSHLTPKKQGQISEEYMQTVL
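Competitive HTRF cAMP read-out (cryptate anti-cAMP antibody, cAMP-d2; 30 min, room temperature) in freshly harvested TSHR cells. Compounds added before TSH at EC80 (4nM final), followed by 2 hours' incubation at 37 deg C.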
Integrin act MD = qHTS for Activators of Integrin-Mediated Alleviation for Muscular Dystrophy. Potency, µM (highest dose often 38.3 µM), without a hit: at the top dose activation, usual class: activators. alpha7betagal myoblasts, beta-gal FDG fluorescence, 48 h. AID 624291, 2012. 350,000 compounds, 0.064% hits;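 note: potency is the fitted concentration of half-maximal effect; 100% = response of the positive control SU9516; nearly all actives have a fitted effect of over 60% in size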
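Alpha7betagal+/- myoblasts (passage 13) were plated 16-24 hr, then exposed to compounds (1:260 dilution of DMSO stock) for 48 hours at 37C. After MPER lysis, β-galactosidase reporter activity was read as FDG fluorescence (ex 480/em 540) after 30 minutes.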
MBNL1-CUG inh = qHTS Assay for Inhibitors of MBNL1-poly(CUG) RNA binding; 280,000 compounds, 0.036% hits; Potency, µM (highest dose often 57.5 µM), for inactives: at the highest dose activity change, negative = inhibition, usual class: inhibitors; TR-FRET MBNL1-His/biotin-(CUG)12 binding, 665/545 ratio; Muscleblind-like protein 1 (Homo sapiens), Q9NR56; active = well fitted inhibition curve with a large enough effect in the signal ratio, with a control signal flat, not every such curve was filed as active; inconclusive = small, poorly fitted or top-dose-only effect, or effect the other way, or a change in a side signal; inactive = no such curve, though single readings can be large or run the other way; the % refers to the signal ratio; note: potency is the fitted concentration of half-maximal effect; % is set by controls: 0 for no effect and ±100 for the full control effect
Target sequence (Q9NR56 whole entry, looked up): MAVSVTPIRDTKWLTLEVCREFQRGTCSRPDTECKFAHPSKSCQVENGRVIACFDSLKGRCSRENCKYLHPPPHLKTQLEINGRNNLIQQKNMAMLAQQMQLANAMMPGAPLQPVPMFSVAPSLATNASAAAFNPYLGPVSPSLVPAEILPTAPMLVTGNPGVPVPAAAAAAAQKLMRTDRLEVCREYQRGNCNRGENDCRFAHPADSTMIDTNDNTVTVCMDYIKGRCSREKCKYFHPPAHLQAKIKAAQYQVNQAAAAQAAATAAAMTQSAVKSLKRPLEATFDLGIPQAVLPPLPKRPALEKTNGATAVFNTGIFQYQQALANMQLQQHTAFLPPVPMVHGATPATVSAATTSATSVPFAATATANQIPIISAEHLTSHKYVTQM
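Ratiometric TR-FRET (665 over 545 nm, excitation 340 nm) tracks disruption of MBNL1-His/biotin-(CUG)12 complex after 60 min at room temperature, with compounds at 92 nM to 58 uM final.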
Mito fusion act = qHTS Assay for Small Molecule Inhibitors of Mitochondrial Division or Activators of Mitochondrial Fusion; S. cerevisiae fusion-defective mutant growth rescue, CellTiterGlo 48 h; Potency, µM (doses to about 46.1 µM), for the others: at the highest dose growth rescue (activation), usual class: activators; 320,000 compounds, 0.23% hits;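 note: potency is the fitted concentration of half-maximal effect; % of control where 0% means no effect; nearly all actives have a fitted effect of over 45% in size; temperature-sensitive fusion mutants such as fzo1-1 at 37 °C on non-fermentable ethanol glycerol medium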
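Read-out: ATP-based luminescence (CellTiterGlo, 10 min ambient) reporting growth of fusion-defective ts yeast after 48 hours at 37C on glycerol/ethanol YPEG medium in the presence of compound.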
MLL CXXC-DNA inh = qHTS Fluorescence Polarization Assay for Inhibitors of MLL CXXC domain - DNA interaction; Histone-lysine N-methyltransferase 2A (Homo sapiens), Q03164; MLL-CXXC / FITC-HOXA9 DNA fluorescence polarization; Potency, µM (highest dose often 115 µM), inactives show top-dose activity change, negative = inhibition, actives largely listed as inhibitors; 290,000 compounds, 0.037% hits; active = well fitted inhibition curve with a large enough effect in the polarisation, with a control signal flat, not every such curve was filed as active; inconclusive = small, poorly fitted or top-dose-only effect, or effect the other way, or a change in a side signal; inactive = no such curve, though single readings can be large or run the other way; the % refers to the polarisation; note: potency is the fitted concentration of half-maximal effect
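Purified MLL-CXXC (added from a 7 uM solution) was preincubated 5 min at ambient with pinned compounds in 50 mM Tris-HCl pH 7.5, 50 mM NaCl, 1 mM DTT, 0.05% BSA. Fluorescein-labeled HOX-A9 DNA (50 nM solution) followed, 30 min, then polarization read.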
ASM inhibitor = Inhibitors of Secretory Acid Sphingomyelinase (S-ASM): qHTS. placental ASM, HMU-PC fluorogenic substrate, 60 min. Potency, µM (top dose mostly 57.5 µM), for the others: top-dose activity change, negative = inhibition, actives largely listed as inhibitors. Sphingomyelin phosphodiesterase (Homo sapiens), P17405. 340,000 compounds, 0.006% hits; note: potency is the fitted concentration of half-maximal effect
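qHTS format. ASM enzyme prepared from human placenta hydrolyses the fluorogenic substrate HMU-PC0 (9 uM final) over 60 min at 37 °C after a 10 min compound preincubation.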
Menin MLL FP TR = qHTS Assay for Inhibitors Targeting the Menin-MLL Interaction in MLL Related Leukemias: Competition With Texas Red Labeled MLL-derived Mutant Peptide; O00255; Menin + Texas Red MLL mutant peptide, fluorescence polarization; Potency, µM (titrated, usually from 61.6 µM), for the others: top-dose FP activity change, negative = inhibition, hits mostly inhibitors; 270,000 compounds, 0.23% hits; AID 1768, 2009; active = well fitted inhibition curve with a large enough effect in the polarisation, with a control signal flat, not every such curve was filed as active; inconclusive = small, poorly fitted or top-dose-only effect, or effect the other way, or a change in a side signal; inactive = no such curve, though single readings can be large or run the other way; the % refers to the polarisation; note: potency is the fitted concentration of half-maximal effect; % of control where 0% means no effect; many of its hits are not listed in these tables
TCR act = Activators of T cell receptors: qHTS campaign. Potency, µM (top dose mostly 9.22 µM), for the others: top-dose activation of IL-2 secretion, hits mostly activators. 330,000 tested, under 10 active. primary human leukocytes, anti-CD3, IL-2 HTRF, 48 h. AID 504894, 2011; note: % of control where 0% means no effect
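Human primary leukocytes + a-CD3 beads + cpd, 48 hr; IL-2 in supernatant by HTRF (ex 320nm / em 665nm). No co-stimulatory signal supplied.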
TSG101-PTAP inh = qHTS Assay for Iinhibitors of HIV-1 Budding by Blocking the Interaction of PTAP/TSG101; Tumor susceptibility gene 101 protein (Homo sapiens), Q99816; Fluorescence polarization, FITC-PTAP peptide / Tsg101 binding; Potency, µM (titrated, usually from 115 µM), without a hit: at the highest dose activity change, negative = inhibition, actives largely listed as inhibitors; 340,000 tested, under 10 active; active = well fitted inhibition curve with a large enough effect in the main read-out, with a control signal flat, not every such curve was filed as active; inconclusive = small, poorly fitted or top-dose-only effect, or effect the other way, or a change in a side signal; inactive = no such curve, though single readings can be large or run the other way; note: potency is the fitted concentration of half-maximal effect; % of control where 0% means no effect
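Compounds were pin-transferred onto Tsg101 binding domain (10 uM final) in HEPES pH 7.5 buffer, then FITC-PTAP peptide was added at 50 nM final. After 20 min at RT, polarization reported peptide displacement across a qHTS concentration series.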
Active calls of the source: *; ? = inconclusive; . = not tested or not shown; [ ] = dose if it differs, or a comment. Unless noted, calls come from the whole dose curve; as a rule, active = well fitted curve in the direction sought with a large enough effect; inconclusive = small, poorly fitted or top-dose-only effect, or another doubt; inactive = no such curve, though single readings can be large; an effect the other way counts as inactive or inconclusive. A portion of the library; count on the stated rates, not on these rows.

SMILES	A-T KAP1 phos	TSHR antag	Integrin act MD	MBNL1-CUG inh	Mito fusion act	MLL CXXC-DNA inh	ASM inhibitor	Menin MLL FP TR	TCR act	TSG101-PTAP inh
Cc1ccc(S(=O)(=O)N(C)C(=O)NC(=O)NS(=O)(=O)c2ccccc2)cc1	0%	10	6%	-17%	-10%	4%	1%	-3%	-1%	-3%
CCOC(=O)C1CCN(C(=O)CN2C(=O)c3ccccc3S2(=O)=O)CC1	8%	-8	12%	.	-5%	.	4%	.	9%	-7%
COc1cc(CC(=O)O)ccc1OCc1ccccc1	1%	-15	25%	2%	-3%	-4%	-1%	.	-13%	2%
CCN1CCN(C(=O)C2CC(=O)N(c3ccc(Cl)cc3)C2)CC1 (stereo not drawn)	2%	-4	-11%	-2%	11%	-1%	7%	11%	6%	0%
Cc1cc(Cl)ccc1NC(=S)Nc1ccccn1	-1%	4	10%	10%	-8%	0%	1%	4%	-8%[46.1 µM]	-1%
CN(CC(=O)Nc1ccc(N2CCOCC2)cc1)C(=O)CCNC(=O)c1ccccc1Cl	-20%	8	1%	.	-2%	.	-5%	.	-25%	0%
O=C(NCCN1CCOCC1)c1cc(-c2cccc(Cl)c2)on1	1%	5	-3%	-2%	-4%	-2%	5%[11.5 µM]	11%	-4%	-1%
Cc1ccc(C)c(C(=O)CN2C(=O)NC3(CCCCCC3)C2=O)c1	6%	0	10%	.	21%	.	-2%	.	-1%	0%
O=[N+]([O-])c1ccc(-c2ccn[nH]2)o1	-16%	6	-10%	?	?	0%	-2%	-5%	1%[46.1 µM]	-1%
Cc1ccccc1N1CCN(c2ccc(NC(=O)C3CCCCC3C(=O)O)cc2)CC1 (stereo not drawn)	6%	-1	-15%	2%	?	8%	1%	-3%	-3%[46.1 µM]	-1%
Cc1cc(OCC(=O)NCC2CCC(C(=O)O)CC2)c2c(C)c(Cc3ccccc3)c(=O)oc2c1 (stereo not drawn)	-6%	-9	-12%	5%	-3%	-18%	-1%	29%	-2%	1%
Cc1ccc(-c2nn(-c3ccc(F)cc3)cc2C(=O)N2CCN(C3CCS(=O)(=O)C3)CC2)cc1 (stereo not drawn)	-2%	11	22%	.	-4%	.	0%	.	4%	-12%
Cc1ccc(C(=O)OCn2nnc3ccccc3c2=O)cc1[N+](=O)[O-]	3%	-11	-30%	20%	14%	0%	-4%	11%	-3%	-10%
Cc1nnc(SCCN2CCOCC2)n1-c1cccc(Cl)c1	-1%	-1	-21%	-1%	0%	-7%	1%	-4%	.	-4%
Cc1nn(-c2ccccc2)c(C)c1NC(=O)COC(=O)c1ccc(S(=O)(=O)C(F)F)cc1	1%	7	2%	.	1%	.	-3%	.	4%	1%
C=C(C)C(=O)Oc1ccc(N2C(=O)[C@@H]3C4C=CC(C4)[C@@H]3C2=O)cc1	-8%	-7	-7%	-9%	-39%[inhibitor]	139%[activator]	-2%	-6%	2%	-1%
Cc1ccc(/C=C/C(=O)Nc2ccc([N+](=O)[O-])c(NC(=O)/C=C/c3ccc(C)o3)c2)o1	-2%	-5	-21%	9%	-3%	-4%	-11%	?	1%[46.1 µM]	-2%
CCCOc1ccc(C(=O)NCc2ccco2)cc1	-2%	-1	-14%	-1%	1%	-5%	1%	-11%	-3%	-7%
O=C(CCN1C(=O)C2C3C=CC(C3)C2C1=O)Nc1nccs1 (stereo not drawn)	5%	-1	12%	-2%	-3%	-2%	-1%	-2%	1%	-1%
NS(=O)(=O)c1cccc(NC(=O)COC(=O)c2ccccc2C(=O)c2ccccc2)c1	3%	-2	-18%	.	-3%	.	-2%	.	-10%	-2%
CC(=O)N1CCc2cc(S(=O)(=O)NCCCN3CCN(Cc4ccccc4)CC3)ccc21	9%	-2	-5%	-13%	1%	-4%	0%	0%	4%	-3%
O=C(O)CN(c1ccccc1F)S(=O)(=O)c1ccccc1	-1%	-14	-11%[7.66 µM]	9%	1%	3%	-1%	27%	3%	-5%
CC(C)N1CCN(Cc2nc3ccccc3s2)CC1CCO (stereo not drawn)	0%	2	-9%	-5%	-6%	-14%	2%	-5%	-1%	-1%
Cc1noc(C)c1COC(=O)c1cc(S(=O)(=O)N2CCOCC2)ccc1Cl	19%	-3	7%	.	.	.	0%	.	-5%[46.1 µM]	1%
COCCN1CCN(Cc2nc(Cc3ccc(OC)c(OC)c3)no2)CC1	-2%	4	22%	-1%	-5%	4%	-2%	16%	6%	1%

Remaining list, next part.
SMILES	A-T KAP1 phos	TSHR antag	Integrin act MD	MBNL1-CUG inh	Mito fusion act	MLL CXXC-DNA inh	ASM inhibitor	Menin MLL FP TR	TCR act	TSG101-PTAP inh
CN(Cc1ccccc1)C(=O)[C@@H]1CCCN1S(=O)(=O)c1ccc(Cl)cc1	2%	0	-1%	-3%	7%	-5%	2%	-9%	2%	2%
CCCCn1c(C)cc2c(c1=O)[C@H]1O[C@](CCCCN3C(=O)c4ccccc4C3=O)(Cc3ccccc31)O2	-2%[11.5 µM]	.	.	-6%[11.5 µM]	-1%[9.22 µM]	9%[23 µM]	.	-8%[11.7 µM]	.	.
COc1ccc(NC(=O)OCCn2c([N+](=O)[O-])cnc2C)cc1	-4%	-1	-11%	?	-3%	6%	1%	12%	4%[46.1 µM]	-1%
COc1ccc(CNCCCSc2ncccn2)cc1OC	3%	6	?	-8%	0%	5%	4%	6%	.	-6%
O=C(N/N=C\c1cc2c(cc1Cl)OCO2)c1cccnc1	-2%	44	-5%	14%	2%	10%	2%	?	-6%	-5%
O=C(CN(c1ccccc1)S(=O)(=O)c1ccc(F)cc1)NC1CCS(=O)(=O)C1 (stereo not drawn)	-1%	1	7%	-1%	-6%	27%	2%	-3%	-5%	0%
Cc1ccc(NC(=O)CCCNC(=O)c2ccc(Cl)cc2)nc1	0%	-3	16%	-5%	-1%	-4%	-2%	.	-12%	1%
COc1cc(/C=N/Nc2nc(Nc3ccccc3)nc(N3CCCCC3)n2)ccc1OCC(=O)O	4%	-4	-8%	2%	?	36%[activator]	?	?	2%	-7%
Cc1nc(C(=O)NNC(=O)c2ccc(Cl)cc2)c(C(F)(F)F)o1	-5%	7	-16%	0%	9%	-25%	1%	.	-5%	0%
CCN(CC)CCCNC(=O)c1cn(CC)c2ccc(S(=O)(=O)N3CCc4ccccc4C3)cc2c1=O	-3%	3	-64%[inhibitor]	1%	-3%	14%	1%	-10%	-1%	-3%
Cc1c(Cl)cccc1NC(=O)C1CC(=O)N(C2CCCC2)C1 (stereo not drawn)	.	.	28%	.	.	.	-4%	.	-2%	1%
Cc1ccc(-n2c(C)cc(C(=O)COC(=O)c3c(C)noc3C)c2C)cc1	-1%	-26	-15%[7.66 µM]	-1%	-1%	0%	-4%	-26%	-8%	-3%
O=C(C1CCC(=O)N(C2CCCC2)C1)N1CCN(c2ccccc2Cl)CC1 (stereo not drawn)	6%	24	-7%	-8%	10%	11%	0%	-18%	-6%	-16%
O=Cc1ccccc1OCCOc1ccccc1C=O	2%	15	-30%	0%	7%	19%	-8%	15%	7%[46.1 µM]	-8%
Cc1ccc(S(=O)(=O)N(C)c2ccc(OCC(=O)Nc3nc(-c4ccccc4)cs3)cc2)cc1	3%	7	27%	.	0%	14%	-1%	?	-2%	2%
CCOC(=O)c1sc(Nc2nc(OC)cc(OC)n2)nc1C	-6%	-2	-22%	0%	4%	-2%	50%[activator]	-28%	3%	-5%
CCOc1ccc(NS(=O)(=O)c2ccc(NC(=O)C3CC3)cc2)cc1	4%	-21	-20%	11%	4%	135%[activator]	-4%	.	10%	0%
CN1CCN(C(=O)CN(c2cc(C(F)(F)F)ccc2Cl)S(C)(=O)=O)CC1	5%	13	19%	1%	-2%	24%	4%	4%	.	-6%
COCCN=C1N[C@@H](c2cccc(C(F)(F)F)c2)C(C(=O)OC)=C(C)N1Cc1ccccc1	-5%	-2	-32%	-2%	-9%	59%[activator]	4%	?	-1%	-1%
